TRPC6 act: activators of mouse TRPC6 channel; Q61143; HEK293-TRPC6 membrane potential dye fluorescence; active compounds read high; B-score at 10 µM; 0.13% of 310,000 active; AID 2550;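 active = B-score of the integrated fluorescence ratio above library mean plus 3 SD, and starting fluorescence ratio within library mean plus 5 SD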;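 note: higher score means more depolarization so channel activation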
TRPC6 inhibitor: inhibitors of mouse TRPC6 channel; Q61143; HEK293-TRPC6, membrane potential dye, ACh-evoked depolarization; active compounds read low; B-score at 10 µM; 1.1% of 310,000 active;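 active = B-score under library mean minus 3 SD, initial fluorescence not abnormally high, positive integrated signal ratio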;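 note: B-score derived from integrated fluorescence ratio over the kinetic read; more negative B-score means stronger inhibition of depolarization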
ANO1 activ: activates or potentiates the mouse TMEM16A chloride channel. Q8BHY3. HEK293 TMEM16A/YFP-H148Q/I152L, iodide quench fluorescence; active compounds read low. B-score at 10 µM. 0.3% of 340,000 active. AID 623877;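 active = fluorescence-ratio B-score plate-corrected deviation score at least 3 library SD below zero, with starting fluorescence score within 5 deviations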;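 note: channel opened by trigger with iodide after compound preincubation; score built on the fluorescence ratio of max minus min over baseline; more negative score means more quench and so TMEM16A activation or potentiation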
SKKanGAS inh: blocks kanamycin growth of S. pyogenes SKKanGAS strain; BacTiter-Glo, 6 h; inhibition, % at 7.5 µM; 1.3% of 300,000 active; AID 1662;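 active = mean replicate score, as percent of positive control median, at least 50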;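 note: strain carries kanamycin resistance gene driven by streptokinase promoter and grows in 40 µg/ml kanamycin; loss of luminescence reflects streptokinase promoter inhibition or plain growth inhibition; 0% = median of DMSO wells and 100% = positive control at its reference dose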
TMEM16A inh: inhibitors of mouse TMEM16A calcium-activated chloride channel; HEK293 TMEM16A/YFP iodide influx fluorescence, ionomycin; normalized B-score (activity score, 25-100; higher = stronger inhibition) at 10 µM; 1.2% of 310,000 active; AID 588511;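 active = ratio plate-corrected score three or more library SD toward inhibition, starting fluorescence score within five deviations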;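 note: score derived from kinetic fluorescence span divided by baseline fluorescence per well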
HDAC3 inhib: inhibitors of human histone deacetylase 3. O15379. recombinant HDAC3, fluorogenic peptide/trypsin coupled, fluorescence. 0.15% of 320,000 active. inhibition, % at 8.3 µM; in the data active = inhibition above about 26%, passing the limit was not always enough
Target sequence (O15379 whole entry, looked up): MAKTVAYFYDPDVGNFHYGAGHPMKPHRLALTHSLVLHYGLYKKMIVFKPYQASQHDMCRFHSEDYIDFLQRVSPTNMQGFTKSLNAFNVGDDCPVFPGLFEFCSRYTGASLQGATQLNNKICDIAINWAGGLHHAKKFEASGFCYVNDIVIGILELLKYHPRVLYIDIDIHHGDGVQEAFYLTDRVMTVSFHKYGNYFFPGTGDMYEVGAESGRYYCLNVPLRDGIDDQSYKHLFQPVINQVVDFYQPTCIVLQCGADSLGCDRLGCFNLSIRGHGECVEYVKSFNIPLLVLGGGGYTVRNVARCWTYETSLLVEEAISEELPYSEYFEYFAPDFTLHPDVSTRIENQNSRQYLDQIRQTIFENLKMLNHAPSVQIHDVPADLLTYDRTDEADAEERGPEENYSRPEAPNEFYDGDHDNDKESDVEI
MrgX1 PAM: allosterically activates human MrgX1 receptor signaling. B-score at 10 µM. 0.63% of 310,000 active. MrgX1-HEK293, Fluo-4 calcium flux, FDSS; active compounds read high;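 active = plate-corrected calcium response at least 3 library SD above typical, normal starting fluorescence, not activating the receptor alone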;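 note: compound read alongside a low EC10 to EC30 dose of BAM8-22 agonist; peak minus trough fluorescence over baseline measured at the second addition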
Target sequence (Q96LB2 whole entry, looked up): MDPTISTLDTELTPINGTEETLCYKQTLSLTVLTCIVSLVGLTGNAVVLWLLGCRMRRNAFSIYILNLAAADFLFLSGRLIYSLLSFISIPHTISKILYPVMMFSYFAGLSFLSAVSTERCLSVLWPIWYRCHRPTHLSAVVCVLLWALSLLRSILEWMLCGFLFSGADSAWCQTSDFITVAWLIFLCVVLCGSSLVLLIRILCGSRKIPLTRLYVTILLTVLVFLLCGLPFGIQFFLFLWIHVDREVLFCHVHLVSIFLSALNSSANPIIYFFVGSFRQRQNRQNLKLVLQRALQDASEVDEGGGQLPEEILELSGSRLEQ
RGS4 block: human RGS4 inhibition; HEK293 M3R/RGS4 inducible, Fluo-4 calcium flux; active compounds read high; triggered by carbachol at its EC20; B-score at 10 µM; 0.45% of 310,000 active; AID 463165;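 active = B-score, a plate-corrected calcium signal, over three deviations above library mean, with baseline fluorescence within five deviations of library mean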;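 note: RGS4 expression induced by doxycycline in cells with stable M3 receptor; B-score is computed from the integrated fluorescence ratio over baseline after carbachol; higher B-score means a larger calcium signal and so more RGS4 inhibition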
Target sequence (P49798 whole entry, looked up): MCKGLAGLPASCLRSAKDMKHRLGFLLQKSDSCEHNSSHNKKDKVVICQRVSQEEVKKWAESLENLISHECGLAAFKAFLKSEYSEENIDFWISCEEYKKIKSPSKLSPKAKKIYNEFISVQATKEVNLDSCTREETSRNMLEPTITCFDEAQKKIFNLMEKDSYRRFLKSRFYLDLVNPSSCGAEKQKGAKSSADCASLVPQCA
MrgX1 antag: blocks BAM8-22 activation of human MrgX1 receptor; B-score at 10 µM; 1.3% of 310,000 active; MRGX1-HEK293 calcium flux, Fluo-4, BAM8-22 antagonism; active compounds read low; AID 588676;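 active = calcium-response B-score plate-corrected more than 3 library SD below zero, starting fluorescence within 5 deviations, no agonist response on first addition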;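 note: peak minus trough fluorescence over baseline after final BAM8-22 challenge near maximal dose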
MrgX1 agonist: agonists of human MrgX1 receptor. 0.44% of 310,000 active. B-score at 10 µM. MrgX1-HEK293 cells, Fluo-4 calcium fluorescence, agonist mode; active compounds read high. Q96LB2;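 active = calcium response B-score plate-corrected fluorescence ratio at least 3 library SD, with starting fluorescence B-score inside 5 SD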
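System – MrgX1-expressing HEK293 cells · Incubation – cells plated overnight, dye loaded 0.5 h 37 °C, 0.5 h room temperature · Technique – kinetic Fluo-4 NW fluorescence of intracellular calcium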
RGS4 pot: RGS4 potentiation or activation; HEK293 M3R/inducible RGS4, carbachol calcium flux Fluo4; active compounds read low; B-score at 10 µM; 0.92% of 310,000 active; AID 463111;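 active = B-score of the integrated calcium signal more than 4 SD below the library mean, with starting fluorescence not abnormally high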;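 note: negative B-score means reduced calcium response which marks RGS4 activation or potentiation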
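Test system: HEK293 cells with stable M3R and inducible RGS4; also added: carbachol at ECmax as muscarinic agonist stimulus; schedule: dye loading 30 min 37 °C, buffer rest 30 min RT; technique: kinetic calcium fluorescence imaging with Fluo4-AM dye, 2 µM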
* marks the source's active call; other numbers are inactive results; i = inactive; x = not tested or not shown. No enrichment for hits. About 6.7% of those tested had a hit in this group.

SMILES	TRPC6 act	TRPC6 inhibitor	ANO1 activ	SKKanGAS inh	TMEM16A inh	HDAC3 inhib	MrgX1 PAM	RGS4 block	MrgX1 antag	MrgX1 agonist	RGS4 pot
O=C(NCC1CCCO1)c1cc2c([nH]c3ccccc32)c(-c2cccc(Cl)c2)n1 (stereo not drawn)	i	i	i	50*	i	4	i	i	i	i	-9.2*
Cc1c2cnn(CC(=O)NCCN3CCOCC3)c(=O)c2c(C)n1Cc1ccc(F)cc1	i	i	i	0	i	-8	i	i	-5.8*	i	i
CCCn1nnc(NC(=O)c2cccc(OCC)c2)n1	i	i	i	-3	i	4	i	i	i	i	i
NC(=O)C1CCN(C(=S)NC2CC3C=CC2C3)CC1 (stereo not drawn)	i	i	i	2	i	x	i	i	i	i	i
C=CCn1c(CCCOc2ccc(Cl)cc2Cl)nnc1SCC(=O)Nc1nccs1	i	i	x	0	i	8	i	i	i	i	i
COc1cc(C=C2C(=O)OC(c3ccccc3)OC2=O)cc(Br)c1O (stereo not drawn)	i	i	i	2	i	2	i	i	i	i	i
CSCCC(NC(N)=O)C(=O)N(C)CC(=O)Nc1ccc(C)cc1 (stereo not drawn)	i	i	i	-4	i	-8	i	i	i	i	i
CCCN1CCN(C(=S)Nc2ccc(SC(F)F)cc2)CC1	i	i	i	-3	i	4	i	i	i	i	i
COc1ccc(C/C(=N\OC(C)=O)c2ccc(OC)cc2)cc1	i	i	i	3	i	2	i	i	i	i	i
CCN(CC(=O)NCc1ccc(F)cc1)C(=O)COc1ccc(C)c(C)c1	i	i	i	-4	i	5	i	i	i	i	i
COc1ccc(N2CCN(c3n[nH]c(N)n3)CC2)cc1	i	i	i	5	i	10	i	i	i	i	i
Cc1ccc(-n2nc3c(c2NC(=O)CC(C)C)CS(=O)(=O)C3)cc1	i	i	i	-8	i	2	i	i	i	i	i
O=C1CCCc2ccccc2N1Cc1ccccc1	i	i	i	7	i	1	i	i	i	i	i
CCCOC(=O)/C(=C\C=C\c1ccccc1)NC(=O)c1ccccc1	i	i	i	-11	i	6	i	i	i	i	i
CCN(CC)C(=O)c1cncc(C(=O)N(CC)CC)c1-c1ccccc1	i	i	i	0	i	-3	i	i	i	i	i
COc1ccc(S(=O)(=O)Nc2nnc(C(C)C)s2)cc1	i	i	i	4	i	x	i	i	i	i	i
CCCCOc1ccc(C(=O)NCCCC(=O)N2CCCCC2)cc1	i	i	i	-1	i	-2	i	i	i	i	i
O=C(CSc1nnc(COc2ccc(Cl)cc2)o1)NC1CCCCC1	i	i	i	-16	i	-2	i	i	i	i	i
O=C(/C(=N/N=C/c1ccc(O)c(O)c1O)c1ccccc1)c1ccccc1	i	i	i	12	i	12	i	i	i	i	i
O=C(NC1CCCc2ccccc21)C1CCN(S(=O)(=O)c2ccccc2F)CC1 (stereo not drawn)	i	i	i	4	i	-5	i	i	i	i	i
CCn1cc(/C=N\NC(=O)c2ccc(Cl)cc2)cn1	i	i	i	-7	i	12	i	i	i	i	i
O=C(CSc1ccc(Cl)cc1)N1CCC(c2nc3ccccc3s2)CC1	i	i	i	26	100*	6	i	i	i	i	i
C(/CCc1ccccc1)=N\n1cnnc1	i	i	i	-7	i	x	i	i	i	i	i
O=C(NCCCSc1ccccc1)c1cc(Cl)ccc1O	i	i	i	16	100*	-11	i	i	i	i	i
NNC(=O)c1ccc(COc2ccc3ccccc3c2)cc1	i	i	i	2	i	0	i	i	i	i	i
Cc1cc(SCc2ccccc2C)nc(=O)[nH]1	i	i	i	-6	i	1	i	i	i	i	i
Cc1c(C#N)c2ncn(CCCN(C)C)c(=O)c2n1-c1ccccc1	i	i	i	0	i	7	i	i	i	i	i
O=C1NCCc2c1[nH]c1ccccc21	i	i	i	-8	i	-5	i	i	i	i	i
CSc1nc2ccc(NC(=O)c3cc4ccccc4o3)cc2s1	i	i	i	-20	i	0	i	i	i	i	i
COc1ccc(-c2[nH]ncc2CN2CCC(O)(c3ccc(Cl)cc3)CC2)cc1	i	i	i	-8	i	4	i	i	i	i	i
CCN1CCN(C(=O)CSc2nc3c(c(=O)n(C)c(=O)n3C)n2C)CC1	i	i	i	-6	i	-1	i	i	i	i	i
Cc1ccc(CCNC(=O)CNS(=O)(=O)c2ccc3nc(C)sc3c2)cc1	i	i	i	19	i	2	i	i	i	i	i
C=CCNC(=S)NNC(=O)C(CC(C)C)CC(C)O (stereo not drawn)	i	i	i	0	i	1	i	i	i	i	i
CNc1ccccc1C(C)(C)c1cc(-c2ccco2)n[nH]1	i	i	i	-1	i	-4	i	i	i	i	i
Cc1onc(-c2c(F)cccc2Cl)c1C(=O)Nc1cccc2nsnc12	i	i	i	39	i	-3	i	i	i	i	i
CCn1cc([N+](=O)[O-])c(C(=O)Nc2c(C)nn(Cc3c(F)c(F)c(F)c(F)c3F)c2C)n1	i	i	i	3	i	4	i	i	i	i	i
CC(C)(C)C(=O)NCCc1nc2ccccc2n1CC(=O)c1ccccc1	i	i	i	0	i	x	i	i	i	i	i
COc1ccc(NC(=O)CSc2nc3ccsc3c(=O)n2CCCCCC(=O)O)cc1	i	i	i	-4	i	-3	i	i	i	i	i
CC(C)Oc1ccccc1/C=N/NC(=O)C1CCCC1	i	i	i	11	i	5	i	i	i	i	i
CCOC(=O)CN(C(=O)CNC(=O)c1ccco1)C(C(=O)NC1CCCCC1)c1cccc(OC)c1 (stereo not drawn)	i	i	i	0	i	1	i	i	i	i	i
COc1cccc(CN2C(=O)CCC2(C)C(=O)NC2CCCCC2)c1 (stereo not drawn)	i	i	i	7	i	-4	i	i	i	i	i
CC(=O)c1cccc(NC(=S)NC(=O)c2ccccc2)c1	i	i	i	-18	i	-2	i	i	i	i	i
S=C(NCCc1ccccc1)NCC1CCCO1 (stereo not drawn)	i	i	i	4	i	-2	i	i	i	i	i
CCN(CC)S(=O)(=O)c1cccc(-c2n[nH]c(=S)n2Cc2ccccc2)c1	i	i	i	1	i	0	i	i	i	i	i
Cc1ccc2c(c1)N(CC(=O)NCCCN1CCCCC1C)C(=O)c1cccnc1O2 (stereo not drawn)	i	i	i	-3	i	-2	i	i	i	i	i
CCOc1ccc(N2C(=O)CC(N3CCN(c4ccccc4F)CC3)C2=O)cc1 (stereo not drawn)	i	i	i	2	i	10	i	i	i	i	i
O=C(O)/C=C/C(=O)Nc1ccc(OC(F)(F)F)cc1Br	i	i	i	2	i	1	i	i	i	i	i
C[C@@H]1C=C(C(=O)NC2CC2)O[C@H](OCc2ccc(CO)cc2)C1	i	i	i	-8	i	-8	i	i	i	i	i
CC1=C(C(=O)OC2CCCCC2)C(c2ccc(C)o2)C2=C(CCCC2=O)N1 (stereo not drawn)	i	i	i	-5	i	3	i	i	i	i	i
CCc1ccc(CNC(=O)c2ccc(OC3CCN(C(C)=O)CC3)c(OC)c2)nc1	i	i	i	2	i	0	i	i	i	i	i
COc1ccc(N(Cc2cc3cccc(C)c3[nH]c2=O)S(=O)(=O)c2ccc(Cl)cc2)cc1	i	i	i	4	i	-4	i	i	i	i	i
COc1c(C)cc(Br)cc1C(=O)Nc1ccc(C)cc1[N+](=O)[O-]	i	i	i	1	i	x	i	i	i	i	i
N#Cc1ccsc1NC(=O)CSc1ncn[nH]1	i	i	i	3	i	3	i	i	i	i	i
COCCn1c(C)cc(C(=O)CSc2ncn[nH]2)c1C	i	i	i	-11	100*	6	i	i	-5.1*	i	i
CCCn1nc(C(=O)NNC(=O)c2cccc(S(=O)(=O)NC(C)C)c2)c2ccccc2c1=O	i	i	i	-4	i	-2	i	i	i	i	i
CC(=O)NC(Cc1ccc(C)cc1)C(=O)NC1CCN(C(=O)c2cnccn2)CC1 (stereo not drawn)	i	i	i	-3	i	4	i	i	i	i	i
CC(O)(C#CCN1CCCCC1)c1ccccc1 (stereo not drawn)	i	i	i	-3	i	2	i	i	i	i	i
Cc1csc(NC(=O)C2CC(=O)N(c3ccc(C)c(C)c3)C2)n1 (stereo not drawn)	i	i	i	-1	i	-2	i	i	i	i	i
Cc1ccc(CNC(=S)N2CCOCC2)cc1	i	i	i	2	i	5	i	i	i	i	i
O=C(COC(=O)/C=C/c1cc(Br)ccc1F)Nc1ccc2[nH]c(=O)[nH]c2c1	i	i	i	0	i	-5	i	i	i	i	i

New compounds follow.
SMILES	TRPC6 act	TRPC6 inhibitor	ANO1 activ	SKKanGAS inh	TMEM16A inh	HDAC3 inhib	MrgX1 PAM	RGS4 block	MrgX1 antag	MrgX1 agonist	RGS4 pot
CCC(Sc1nc2cc(OC)c(OC)cc2c(=O)n1CCc1ccc(OC)c(OC)c1)C(=O)NCCOC (stereo not drawn)	i	i	i	0	i	0	i	i	i	i	i
O=C(C1CCCC1)N1CCN(S(=O)(=O)c2cccc(Cl)c2Cl)CC1	i	i	i	7	i	-2	i	i	i	i	i
CCCOc1c(Br)cc(C(=O)OCC(=O)NC2CC2)cc1OC	i	i	i	0	i	-2	i	i	i	i	i
COc1ccc(C2C(=O)N(C3CCCCC3)CC(=O)N2Cc2ccco2)cc1 (stereo not drawn)	i	i	i	9	i	6	i	i	i	i	i
COCc1cc(=O)[nH]c(SCC(=O)Nc2ccccc2)n1	i	i	i	5	i	1	i	i	i	i	i

5 entries from above, with values under each structure.
The line under a structure holds: TRPC6 act	TRPC6 inhibitor	ANO1 activ	SKKanGAS inh	TMEM16A inh	HDAC3 inhib	MrgX1 PAM	RGS4 block	MrgX1 antag	MrgX1 agonist	RGS4 pot
> O=C(C1CCCC1)N1CCN(S(=O)(=O)c2cccc(Cl)c2Cl)CC1
    i	i	i	7	i	-2	i	i	i	i	i
> COc1ccc(C2C(=O)N(C3CCCCC3)CC(=O)N2Cc2ccco2)cc1 (stereo not drawn)
    i	i	i	9	i	6	i	i	i	i	i
> CCC(Sc1nc2cc(OC)c(OC)cc2c(=O)n1CCc1ccc(OC)c(OC)c1)C(=O)NCCOC (stereo not drawn)
    i	i	i	0	i	0	i	i	i	i	i
> CCCOc1c(Br)cc(C(=O)OCC(=O)NC2CC2)cc1OC
    i	i	i	0	i	-2	i	i	i	i	i
> COCc1cc(=O)[nH]c(SCC(=O)Nc2ccccc2)n1
    i	i	i	5	i	1	i	i	i	i	i

Compound activity deposited in PubChem by several laboratories.
